# Compound activity as filed in PubChem.
# GAA glycogen – qHTS Assay for Inhibitors and Activators of Human alpha-Glucosidase Cleavage of Glycogen | Potency, µM (doses to about 76.4 µM), for inactives: at the highest dose activity change, negative = inhibition, hits mostly inhibitors | Lysosomal alpha-glucosidase (Homo sapiens), P10253 | recombinant GAA, glycogen substrate, Amplex Red glucose oxidase fluorescence | actives 0.38% (n = 300,000); active means well fitted inhibition curve with a large enough effect; inconclusive means small, poorly fitted or top-dose-only effect, or another doubt; inactive means no such curve, though single readings can be large or run the other way;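 further: 0% = full enzyme reaction and -100% = no-enzyme basal signal; the screen sought inhibitors and activators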
#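 Recombinant human alpha-glucosidase (4 nM final) hydrolysed bovine liver glycogen (30 ug) for 40 min at 37 C in pH 5.0 citrate/phosphate with 0.01% Tween-20. Released glucose detected by glucose oxidase/Amplex Red, Ex 573/Em 610 nm. Compounds up to 77 uM; AC50 from Hill fits.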
# The depositor's hits bear a star; ? = inconclusive; [ ] = remark or other dose. Potency means the concentration at half of the fitted maximal effect. An excerpt, so the mix of outcomes need not match the whole.
Molecule	GAA glycogen
Clc1ccc2ccc3cccnc3c2n1	15.2%
COc1ccc(C(=O)N2CCCC(Nc3ccc(C)c(C)c3)C2)cc1F (stereo not drawn)	3.6%[76.3 µM]
CC(C)(C)c1cc(NC(=O)Nc2ccccc2OC(F)(F)F)no1	-2.7%
O=C(COc1ccccc1[N+](=O)[O-])N(Cc1ccco1)C1CCS(=O)(=O)C1 (stereo not drawn)	-2.3%[76.3 µM]
CCOC(=O)c1cc(-c2ccc(F)cc2)nc2c1c(=O)[nH]c(=O)n2Cc1ccccc1	4.8%[76.3 µM]
Cc1ccc2oc(=O)n(CCC(=O)Nc3ccc(N4CCOCC4)cc3)c2c1	-7.6%[76.3 µM]
O=C1Nc2ccccc2/C1=C\C(=O)c1ccccc1	-1.4%
COc1ccc(NC(=O)NC(C)c2ccccc2)cc1 (stereo not drawn)	-10.0%[76.3 µM]
CCc1ccc2occ(CC(=O)NCc3ccccc3)c2c1	-4.1%[76.3 µM]
CCn1cc(CCCC(=O)NCc2ccc(OC)cc2)c2ccccc21	2.8%
Cc1ccc(Cn2c(C)c3cnn(CC(=O)NCCc4ccc(Cl)cc4)c(=O)c3c2C)cc1	16.4%[76.3 µM]
CCN(C(=O)c1noc2c1COc1ccc(C)cc1-2)c1cccc(C)c1	11.5%[76.3 µM]
COc1ccc(-c2cn3c(n2)sc2cc(C(=O)Nc4cccc(OC)c4)ccc23)cc1	11.0%[76.3 µM]
CC(C)(C)c1ccc(S(=O)(=O)NCC(=O)N2CCCC2)cc1	17.5%[76.3 µM]
Cc1cc(C)n(-c2nc3ccccc3nc2Nc2ccc(N(C)C)cc2)n1	?
CCOC(=O)c1ccc(N2C(=O)c3n[nH]c(-c4ccco4)c3C2c2ccccc2OC)cc1 (stereo not drawn)	7.1%[76.3 µM]
O=C(O)c1ccccc1NC(=O)c1cc2ccccc2oc1=O	-11.5%[76.3 µM]
CC(C)NC(=O)CN(Cc1ccc(F)cc1)C(=O)CCC(=O)Nc1nccs1	-11.8%
CCCC(O)(c1ccc(CC)cc1)C(CN1CCOCC1)c1ccccc1 (stereo not drawn)	1.3%
Cc1cc2c(cc1S(=O)(=O)NCc1ccc(F)cc1)OCC(=O)N2	-7.8%[76.3 µM]
CCCCC(=O)Nc1ccc(OCc2cc(=O)n3c(C)csc3n2)cc1	-20.4%[76.3 µM]
COc1cc2c(cc1OC)CN(C(=O)Cc1ccccc1)CC2	0.6%
CCOc1ccccc1CN1CCC(N2CCOCC2)CC1	-5.9%
Cc1oc(-c2cccc(Cl)c2)nc1CS(=O)(=O)CC(=O)NCCN1CCOCC1	21.7%[76.3 µM]

# Three entries out of the list above, arranged by their value in GAA glycogen, high to low.
mol	GAA glycogen
CCCC(O)(c1ccc(CC)cc1)C(CN1CCOCC1)c1ccccc1 (stereo not drawn)	1.3%
COc1cc2c(cc1OC)CN(C(=O)Cc1ccccc1)CC2	0.6%
CC(C)NC(=O)CN(Cc1ccc(F)cc1)C(=O)CCC(=O)Nc1nccs1	-11.8%

# (further entries)
Molecule	GAA glycogen
CCOC(=O)C1CCN(C(=O)c2cc3cc(Cl)ccc3[nH]2)CC1	-1.8%
COc1ccc(CNC(=O)c2cc(S(=O)(=O)N3CCCC3)cn2C)cc1	15.0%[76.3 µM]
CCNS(=O)(=O)c1ccc(CCC(=O)NCc2ccccn2)cc1	0.6%[76.3 µM]
COc1cccc(NC(=O)C2CCN(S(=O)(=O)c3ccc4[nH]c(=O)ccc4c3)CC2)c1	13.4%[76.3 µM]
O=C(NCCc1cccs1)C1CCC(=O)N(CCc2cccc(F)c2)C1 (stereo not drawn)	-12.4%[76.3 µM]
COc1ccc(OCC(=O)NS(=O)(=O)c2ccc(Cl)cc2)cc1	9.5%
CCn1c(SCc2ccccc2)nc2cc(S(N)(=O)=O)ccc21	2.4%
COc1ccc(C(=O)NC(=S)NCc2ccco2)cc1Br	3.6%[76.3 µM]
CC(OC(=O)C1CCN(S(=O)(=O)c2ccc(Cl)cc2)CC1)C(=O)NC1CCCCC1C (stereo not drawn)	-0.3%[76.3 µM]
Cc1ccc(NCc2nc3ccccc3n2C)cc1C	?
CC12CCCC[C@@H]1CCC1C2CCC2(C)C1CC[C@@]2(O)CNCCO (stereo partly drawn)	-3.3%
Cc1cccc(CC(=O)N2CC(=O)Nc3ccc(Br)cc3C2c2ccc(F)cc2)c1 (stereo not drawn)	2.5%[76.3 µM]
CCOc1ccc2[nH]c3nc(SCC(=O)NCC4CCCO4)nnc3c2c1 (stereo not drawn)	0.0%
O=C(N/N=C/c1c(O)ccc2ccccc12)c1ccc(Br)o1	1.5%[76.3 µM]
COCCC(=O)N1CCc2ccc(NC(=O)c3ccc(C(F)(F)F)cc3)cc2C1	-2.9%[76.3 µM]
CCn1c(SCC(=O)NC2CCCC2)nnc1-c1ccccn1	-1.9%[76.3 µM]
O=C(Nc1nc2ccccc2[nH]1)NC1CCCCC1	-9.6%[76.3 µM]
O=C1/C(=C/c2ccccc2F)SC(=S)N1CCC(=O)N1CCCCC1CCO (stereo not drawn)	-24.4%[76.3 µM]
COC(CNC(=O)c1c[nH]c2ccc(S(=O)(=O)N3CCOCC3)cc2c1=O)OC	-18.4%[76.3 µM]
COc1cc(OC)c(OC)cc1CNC(=O)c1ccc(COc2ccccc2)cc1	6.4%[76.3 µM]
CCOC(=O)N1CCN(C(=O)c2ccccc2NC(=O)COc2ccccc2)CC1	-0.7%[76.3 µM]
COc1ccc(/C(O)=C2/C(=O)C(=O)N(c3ccccn3)C2c2cccc(Cl)c2)cc1 (stereo not drawn)	6.1%
NC(=O)COC(=O)C1c2ccccc2Oc2ccccc21	1.0%
COc1cc(OC)cc(C(=O)NCC2CCCN(Cc3ccc(SC)cc3)C2)c1 (stereo not drawn)	-6.5%[76.3 µM]
COc1ccccc1/C=N/NC(=O)c1cccc2ccccc12	-20.7%[76.3 µM]
CCC(CC)N1CCN(C(=O)c2cccc(Cl)c2)CC1	4.1%[76.3 µM]
COc1cc(CC(=O)Nc2sc3c(c2C(N)=O)CCCC3)cc(OC)c1OC	3.1%[76.3 µM]
Cc1ccc(-n2nc3c(=O)n(CCCC(=O)NCc4ccccc4F)nc(C)c3c2C)cc1	-2.8%[76.3 µM]
COC(=O)c1cc2occc2n1CC(=O)Nc1ccc(C(C)C)cc1	9.4%[76.3 µM]
O=[N+]([O-])c1cc(-c2nc(-c3ccccc3)no2)ccc1NCc1ccco1	-4.0%[76.3 µM]
Oc1[nH]c2ccccc2c1N=Nc1cccc(Cl)c1	3.3%
CC(Cl)C(=O)Nc1c2c(nn1-c1ccccc1)CSC2 (stereo not drawn)	-1.6%[76.3 µM]
O=C(Nc1nncs1)c1cc(S(=O)(=O)N2CCOCC2)ccc1Cl	2.0%
COc1ccc2nc(C)cc(N/N=C/c3cccc(OC)c3O)c2c1	-6.4%[76.3 µM]
COc1ccc(S(=O)(=O)c2c(Nc3cccc(C)c3C)sc(C(=O)c3ccccc3)c2N)cc1	-15.4%[76.3 µM]
Cc1onc(-c2c(F)cccc2Cl)c1C(=O)NCc1ccc(F)cc1	-2.5%
CCOc1ccc(C2c3c(oc4ccccc4c3=O)C(=O)N2Cc2ccc3c(c2)OCO3)cc1 (stereo not drawn)	-3.0%[76.3 µM]
CC(C)(C)C(=O)Cn1c(=O)n(-c2ccc(Cl)c(Cl)c2)c(=O)c2c3c(sc21)CCCC3	-7.2%[76.3 µM]
CN(C)c1ccc(NC(=O)c2cccc([N+](=O)[O-])c2)c2ccccc12	-5.0%[76.3 µM]
O=C(CCC(=O)Nc1ccc(F)cc1)N/N=C/c1ccc(F)cc1	4.3%
COc1ccc(OC)c(S(=O)(=O)N2CCc3ccccc3C2)c1	-10.6%[76.3 µM]
CC(=O)c1ccc(NC(=O)C(C)Sc2nnc(C3CCCCC3)o2)cc1 (stereo not drawn)	2.4%[76.3 µM]
N#Cc1ccc(-c2cccs2)nc1SCc1c(F)cccc1Cl	7.9%[76.3 µM]
O=C(NC1CCN(Cc2ccccc2)CC1)C1CCN(S(=O)(=O)c2ccc(Cl)cc2)CC1	1.4%
O=C(NC1CCN(C(=O)c2cccc([N+](=O)[O-])c2)CC1)c1ccccc1	-2.1%
CCCC(=O)Nc1cc2c3c(c1)CC(=O)N3CCC2	5.4%[76.3 µM]
O=C(NC1CCCC1)C(c1ccco1)N(C(=O)c1csnn1)c1ccccc1 (stereo not drawn)	3.7%
CC(=O)c1cccc(NC(=O)CSc2nnnn2C2CCCC2)c1	11.4%[76.3 µM]
CC(C)(C)N(Cc1ccccc1)C(=O)c1cc2ccccc2o1	1.7%[76.3 µM]
O=C(N/N=C(\c1ccccc1)c1cccnc1)c1ccc(O)cc1	-4.7%[76.3 µM]
COc1cc2nc(Nc3cccc(C)c3)nc(N)c2cc1OC	15.1%[76.3 µM]
Cc1ccccc1NC(=O)C(C)SCc1ccccc1 (stereo not drawn)	4.9%[76.3 µM]
COCCCNC(=O)CCCn1c(=O)c2ccccc2n(CC(=O)Nc2ccc(C)cc2Cl)c1=O	0.2%[76.3 µM]
O=C(CSC(=S)N1CCCC1)N1CCN(S(=O)(=O)c2cccc([N+](=O)[O-])c2)CC1	-7.7%[76.3 µM]
COc1ccc(/C=C2\SC(=S)N(CCC(=O)NC3CCCC3)C2=O)cc1OC	-0.7%
COc1ccc(-c2csc(NC(=O)Cc3ccccc3F)n2)c(OC)c1	-1.6%
COc1cc(NC(=O)c2ccccc2)c(OC)cc1NC(=O)Cc1ccc(F)cc1	13.2%[76.3 µM]
Cc1ccc(-c2nnc(SCc3ccccc3C)o2)cc1	8.5%[76.3 µM]
O=C(Cn1ncc2ccsc2c1=O)N1CCN(c2ccccc2)CC1	7.6%[76.3 µM]
COc1ccc(CC(=O)Nc2ccc(S(=O)(=O)N3CCCCC3)cc2)cc1OC	-27.5%[76.3 µM]

# Next structures.
Molecule	GAA glycogen
Cc1c(C(=O)Nc2cccnc2Cl)oc2ccccc12	-5.1%
COc1ccc(C(=O)Nc2cc(-c3ccc(C)cc3)no2)cc1	-5.7%
Cc1cc(F)ccc1S(=O)(=O)Nc1nc2ccccc2nc1Cl	-13.4%
O=C(O)/C(=C\c1ccco1)NC(=O)c1ccco1	15.5%[76.3 µM]
O=C(NCc1ccc(Cl)cc1)c1cc2ccccc2o1	18.6%[76.3 µM]
COc1ccc(C(=O)NC2CC3CCCC(C2)N3CC(C)C)cc1 (stereo not drawn)	1.4%[76.3 µM]
Cn1c(-c2ccc(S(=O)(=O)N3CCCC3)cc2)csc1=Nc1ccc(Cl)c(Cl)c1	-1.6%[76.3 µM]
CCN1CCC(N(Cc2cccc(OC)c2)C(=O)Nc2cccc(C)c2C)CC1	-13.7%[76.3 µM]
O=C(Nc1ccc2nc(SCC(=O)N3CCc4ccccc43)sc2c1)c1ccccc1	2.7%[76.3 µM]
O=C(Nc1cc(Cl)ccc1Cl)C1Cc2ccccc2O/C1=N\O (stereo not drawn)	-2.8%
Clc1ccc(N2CCN(Cc3ccco3)CC2)cc1	-4.1%[76.3 µM]
O=C(Nc1ccc(F)cc1)Nc1ccc2snnc2c1	-4.0%[76.3 µM]

# Grouped by structure, the compounds so far containing a thiophene ring, fused or not.
Molecule	GAA glycogen
O=C(NCCc1cccs1)C1CCC(=O)N(CCc2cccc(F)c2)C1 (stereo not drawn)	-12.4%[76.3 µM]
COc1cc(CC(=O)Nc2sc3c(c2C(N)=O)CCCC3)cc(OC)c1OC	3.1%[76.3 µM]
COc1ccc(S(=O)(=O)c2c(Nc3cccc(C)c3C)sc(C(=O)c3ccccc3)c2N)cc1	-15.4%[76.3 µM]
CC(C)(C)C(=O)Cn1c(=O)n(-c2ccc(Cl)c(Cl)c2)c(=O)c2c3c(sc21)CCCC3	-7.2%[76.3 µM]
N#Cc1ccc(-c2cccs2)nc1SCc1c(F)cccc1Cl	7.9%[76.3 µM]
O=C(Cn1ncc2ccsc2c1=O)N1CCN(c2ccccc2)CC1	7.6%[76.3 µM]

# More results follow:
Molecule	GAA glycogen
Cc1ccc(S(=O)(=O)N2CC=C(C(=O)NC3CCCC3)CC2)cc1	-7.1%[76.3 µM]
Cc1cc(C)n2nc(SCc3c(F)cccc3Cl)nc2n1	0.5%
O=C(CCN1N=C(c2ccccc2)CCC1=O)NC1CCCC1	-4.4%[76.3 µM]
COCCCNC(=S)Nc1cc2oc3ccccc3c2cc1OC	-26.2%[76.3 µM]
Cc1cccnc1NC(=O)CCNC(=O)c1ccccc1Cl	2.4%[76.3 µM]
Cc1ccc(S(=O)(=O)N(C)CC(=O)O/N=C(\N)c2cccc(Br)c2)cc1	-1.4%[76.3 µM]
CCN(CC)C(=O)C1CCCN(c2ncnc3c2cnn3-c2ccc(Cl)cc2)C1 (stereo not drawn)	-7.5%[76.3 µM]
COc1ccc(NC(=O)c2cc(=O)c3ccccc3o2)cc1Cl	-9.8%[76.3 µM]
COc1ccc(Cc2c(C)nn(-c3nc(C)c(C(=O)Nc4cccc(C(C)=O)c4)s3)c2C)cc1	7.9%[76.3 µM]
CNC(=O)c1ccc(NC(=O)C2CCN(c3ncnc4sc(C)c(C)c34)CC2)cc1	0.9%[76.3 µM]
CSc1ccccc1OCc1cc(C(=O)NCCN2CCCc3ccccc32)no1	-0.7%[76.3 µM]
CC(CCc1ccccc1)NC(=O)CCc1cn(C)c2ccccc12 (stereo not drawn)	0.1%
O=C(NCCN1CCOCC1)c1ccc(/C=C2\Sc3ccccc3N(Cc3ccccc3F)C2=O)cc1	2.5%[76.3 µM]
O=C(CCC1N=C2c3ccccc3N=C(SCc3ccccc3Cl)N2C1=O)N1CCN(c2ccccc2)CC1 (stereo not drawn)	6.0%[76.3 µM]
